Screening data as filed in PubChem.
SSB-PriA inh: inhibitors of Klebsiella pneumoniae PriA binding to SSB C-terminal tail, primary screen, biochemical, AlphaScreen | AlphaScreen SSBct-PriA binding, biotinylated peptide | inhibition, % at 33 µM | hit rate 0.6% among 430,000; in the data active = inhibition mostly above about 37%, no sharp cut-off; inactive = mostly below about 20%;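 also: plate controls were negative control peptide for no effect and reference peptide for full effect; strong numbers were not always called active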
Active calls of the source: *; & = joins results of further samples. An excerpt, so the mix of outcomes need not match the whole.

item	mol	SSB-PriA inh
1	O=C(NCCOc1ccccc1)NCC1(CO)CC1	0
2	O=C(c1cc(OCc2ccccc2)no1)N1CCc2ccccc2C1	-26
3	CCN(CC)C(=O)C1CCCN(c2ccc([N+](=O)[O-])cc2C=NNC(=O)c2ccc([N+](=O)[O-])cc2)C1 (stereo not drawn)	-4
4	CSc1ccccc1NC(=O)c1c[nH]c(=O)n(Cc2cccs2)c1=O	-4
5	O=C(Cc1ccc(NC(=O)CCc2ccccc2F)cc1)NCC(F)(F)F	-1
6	O=C(COc1ccc(Cl)cc1Cl)N/N=C\c1ccc(Cl)o1	-12
7	O=C(NCCCN1CCN(c2ccccc2)CC1)NCc1ccc(Cl)cc1	8
8	COc1ccc(-c2noc(CC(=O)NCc3ccccc3)c2-c2ccc(OC)cc2)cc1	15
9	O=C(COc1ccc2ccccc2c1)NNC(=O)c1cccn(Cc2ccc(F)cc2)c1=O	12
10	O=C(NN=Cc1ccc(O)cc1O)c1ccncc1	2
11	c1ccc(-n2ncc3c2ncn2nc(C4CCCO4)nc32)cc1 (stereo not drawn)	-16
12	COc1ccc(-c2nnc(NC(=O)c3ccccc3Br)o2)cc1	10
13	O=C(Nc1ccc(S(=O)(=O)Nc2nccs2)cc1)c1ccc([N+](=O)[O-])s1	11
14	O=c1nc(N2CCCCC2)ccn1C(=C(Cl)Cl)N(c1ccccc1)N1CCCCC1	-10
15	COc1ccccc1/C=C1\SC(=O)N(CC(=O)Nc2ccc(O)c(C(=O)O)c2)C1=O	-7
16	O=C(NCCCn1ncccc1=O)c1ccc(Cl)cc1	-6
17	COc1ccc(-n2c(O)c(C(C)=NN3CCCCCC3)c(=O)[nH]c2=O)cc1	18
18	O=C(NCCn1ncc2c(N3CCN(c4ncccn4)CC3)ncnc21)c1ccccc1F	1
19	CCOC(=O)N1CCc2c(sc3c2c(=O)n(-c2ccc(F)cc2)c(=O)n3Cc2cc(=O)n3ccccc3n2)C1	-9
20	Cc1sc2ncnc(N3CCN(C(c4ccccc4)c4ccccc4)CC3)c2c1C	-9
21	O=C(Nc1nnc(CS(=O)(=O)c2ccccc2)o1)c1cccs1	-8&-9
22	N#Cc1cccc(C(=O)NC2CCC(Oc3ccccn3)CC2)c1 (stereo not drawn)	-11
23	COc1ncccc1C(=O)N1CCC(S(=O)(=O)c2nncn2C)CC1	-21
24	O=C(/C=C/c1ccco1)Nc1ccccc1I	9
25	Cc1nnc(N=Nc2c(O)[nH]c3ccc(Br)cc23)[nH]c1=O	8
26	Cc1cc(NC(=O)c2ccccc2S(C)(=O)=O)n(C)n1	-7
27	Nc1nnc(-c2cc3ccccc3o2)o1	23
28	Cc1cccn2cc(-c3ccccc3NC(=O)c3cc(-c4ccc(F)cc4F)nn3C)nc12	-5
29	Cc1ccnc(Nc2cc(NCCNC(=O)c3snnc3C)nc(C)n2)c1	-17
30	NCCCc1nc(-c2ccccc2Cl)no1	-8
31	O=C(NCCCn1nc(-c2ccc(Cl)cc2)ccc1=O)c1cc2ccccc2oc1=O	-19
32	CCCCc1ccc(NC(=O)c2nc(SC)ncc2Cl)cc1	-13&-4
33	COc1ccc2sc(N(CCN(C)C)C(=O)c3ccccc3F)nc2c1	-4
34	CN(C)S(=O)(=O)c1ccc2c(c1)CCN2C(=O)c1c[nH]c2ccc(F)cc2c1=O	-14
35	N#C/C(=C/c1ccoc1-c1ccc([N+](=O)[O-])cc1)C(N)=S	10
36	COc1ccc(C=NNC(=O)CCn2c3ccccc3c3ccccc32)cc1OC	-8
37	NC(=S)NN=Cc1ccc(-c2ccc(SC(F)F)cc2)o1	9
38	CC(=O)c1ccc(NC(=O)CN2C(=O)CC(c3ccc(C)cc3C)=Nc3ccccc32)cc1	-12
39	COc1ccc(-c2nc(CNC(=O)CCc3ccc(=O)n(C)n3)cs2)cc1	-6
40	COc1ccc(-c2cc(CC(=O)NC3CCCCC3C)no2)cc1OC (stereo not drawn)	1
41	COc1ccc(SCC(=O)OC2CN(c3nc4c(OC)cccc4s3)C2)cc1	2
42	O=[N+]([O-])c1cccc(C=NN2CCN(Cc3ccccc3Cl)CC2)c1	58
43	Cc1ccnc(NS(=O)(=O)c2ccc(NC(=O)c3coc(NC(=O)C4CC4)n3)cc2)n1	-7
44	COc1ccc(S(=O)(=O)Nc2ccc3c(c2)CCCN3C(=O)c2ccccc2)cc1Cl	18
45	O=C(c1cccc(C(F)(F)F)c1)N1CCN(c2nc3ccc(F)cc3s2)CC1	-38
46	NC(=NOC(=O)C1CCCCC1)c1ccc(Br)cc1	-26
47	Cc1ccc(NC(=O)Cn2nc3c4c(cccc4c2=O)-c2ccccc2-3)cc1C	3
48	O=S(=O)(NCC[C@H](O)c1ccsc1)c1ccc(OC(F)(F)F)cc1	-6
49	O=C(Nc1ccc2c(c1)OCO2)c1ccc(N2CCC(Cc3ccccc3)CC2)nn1	-11
50	CCCC(=O)N(CCCN1CCOCC1)c1nc2ccc(F)cc2s1	-16&4
51	C(=NNc1nc(-c2ccccc2)cs1)c1ccncc1	-7
52	O=C(Nc1ccc(S(=O)(=O)Nc2nccs2)cc1)c1ccccc1F	0
53	O=[N+]([O-])c1cc2c(cc1C=NNc1nc(Nc3ccccc3)nc(N3CCCCC3)n1)OCO2	3
54	CCCCC1CCC(C(=O)Nc2cccc(-c3ccc4nncn4n3)c2)CC1 (stereo not drawn)	-4
55	CCn1ccc(C(=O)NCc2nc3ccccc3[nH]2)n1	-17
56	CC(CC(=O)Nc1ccccn1)=NNC(=O)C(=O)Nc1cccc(C)c1	-9
57	O=C(Nc1ccc(-c2nc3ccccc3[nH]2)cc1)C1CCCN1S(=O)(=O)c1cccs1 (stereo not drawn)	1
58	Cc1cc(C)cc(NC(=O)N2CCN(c3ccc4nnc(C5CC5)n4n3)CC2)c1	-16
59	O=C(Nc1ccccc1)ON=Cc1ccncc1	-2
60	CS(=O)(=O)N1CCC(C(=O)NC(c2cccnc2)C2CCOCC2)CC1 (stereo not drawn)	6

Other structures follow.
item	mol	SSB-PriA inh
61	CN1C(=O)C(C)(C)COc2ccc(NC(=O)CC(C)(C)C)cc21	11
62	C=C(C)Cn1c(CCNC(C)=O)nc2ccccc21	-2
63	CC(C)=NN=C(c1ccc([N+](=O)[O-])cc1)C12CN3CN(CN(C3)C1)C2	-4
64	O=C(c1cccs1)N1CC(N2C(=O)C3CC=CCC3C2=O)C1 (stereo not drawn)	-6
65	CC(C)(C)C1CCc2c(sc3nc(CCC(=O)N4CCN(C(=O)c5ccco5)CC4)[nH]c(=O)c23)C1 (stereo not drawn)	7
66	CN(C)c1ccc(C(CNC(=O)c2ccccc2Br)N2CCc3ccccc3C2)cc1 (stereo not drawn)	55
67	COc1ccc(-c2nnc3ccc(OCCNC(=O)Nc4ccccc4C)nn23)cc1OC	-6
68	O=C(Nc1ccc(OC(F)(F)F)cc1)C1CCN(c2ccc(-c3cccs3)nn2)CC1	-19
69	COc1ccc(CCC(=O)NCc2cccc(Oc3ccccn3)c2)cc1Br	-11
70	CCOC(=O)c1ccc(NC(=O)CC2S/C(=N\N=C/c3c[nH]c4ccccc34)NC2=O)cc1 (stereo not drawn)	7
71	COc1cccc(CNC(=O)C(=O)Nc2ccccc2)c1	-21
72	CC(=NNC(=O)c1ccc(O)cc1)c1cccc(NC(=O)c2ccc(Cl)cc2)c1	-5
73	COCCCN1C(=O)c2ccc(C(=O)OC(C)C(=O)c3ccc(C)cc3)cc2C1=O (stereo not drawn)	7
74	COc1ccc(C=Nn2c(=O)[nH]c3c([nH]c4ccc(C)cc43)c2=O)cc1CN1CCOCC1	-26
75	COc1ccc(NC(=O)c2c(O)c3cccnc3n(Cc3ccccc3)c2=O)cc1Cl	-14
76	O=C(NCc1ccco1)c1csc(Nc2ccc(OC(F)(F)F)cc2)n1	7
77	O=S(=O)(Nc1ccc(CN2CCN(c3ccccn3)CC2)cc1)c1ccc(F)cc1F	16
78	O=C(NCC(c1cccnc1)N1CCN(c2ccccc2F)CC1)C(=O)Nc1cccc([N+](=O)[O-])c1 (stereo not drawn)	-3
79	COc1ccc(-c2ccc(=O)n(CCCC(=O)Nc3ccccc3C(F)(F)F)n2)cc1	-1
80	COC(=O)c1ccc(S(=O)(=O)NCC2(c3ccc(F)cc3)CC2)cc1	-24

Some of the entries so far, as labelled records:
(63) CC(C)=NN=C(c1ccc([N+](=O)[O-])cc1)C12CN3CN(CN(C3)C1)C2
  SSB-PriA inh: -4
(65) CC(C)(C)C1CCc2c(sc3nc(CCC(=O)N4CCN(C(=O)c5ccco5)CC4)[nH]c(=O)c23)C1 (stereo not drawn)
  SSB-PriA inh: 7
(72) CC(=NNC(=O)c1ccc(O)cc1)c1cccc(NC(=O)c2ccc(Cl)cc2)c1
  SSB-PriA inh: -5

The list goes on:
item	mol	SSB-PriA inh
81	O=S(=O)(NC[C@H]1CCCO1)C1CC1	-12
82	O=C(Nc1nc(-c2ccc(F)cc2)cs1)c1ccc2c(c1)OCCO2	-5
83	CCN1CCN(C(=O)NCCn2nc(-c3ccsc3)cc2C2CC2)C(=O)C1=O	-13
84	COc1cccc(OC)c1OCC(O)CNC(C)c1ccccc1 (stereo not drawn)	-18
85	CCN1CCN(C(=O)N2CCC(c3ccc4c(c3)OCO4)C2)C(=O)C1=O (stereo not drawn)	-11
86	CC(C)(C)c1cc(Br)cc(Br)c1O	4
87	COc1ccc(C(=O)OCc2cc(-c3cc4ccccc4o3)on2)cc1OC	-19
88	Cc1cc(CNC(=O)c2cc(C3CC3)on2)c(C)o1	-2
89	O=C(NCC(O)(c1ccccc1)C(F)(F)F)C(=O)Nc1ccccc1 (stereo not drawn)	-3
90	CCOc1ccc(C(=O)Nc2ccc(Cl)cc2C(=O)c2ccccc2)cc1	2
91	COc1cc2nc3sc(Nc4cc(C)cc(C)c4)nn3c(=O)c2cc1OC	5
92	O=S(=O)(NCC1(c2cccs2)CCCC1)c1ccc(F)cc1	-23
93	C/C(C=NNC(=O)c1cccnc1)=C\c1ccccc1	-8
94	COCCn1c(C)cc(C=NNC(=O)c2cccnc2)c1C	-10
95	CN1C(=O)C(C)(C)COc2ccc(NC(=O)c3ccco3)cc21	14
96	O=C(CC1CCCCN1S(=O)(=O)c1ccccc1)Nc1cccc(Cl)c1 (stereo not drawn)	14
97	O=C1c2ccc([N+](=O)[O-])cc2C(=O)N1CCCCCN1C(=O)c2ccc([N+](=O)[O-])cc2C1=O	-16
98	O=S(=O)(NCCC(O)c1ccoc1)c1ccccc1F (stereo not drawn)	-21
99	FC(F)(F)c1ccccc1NN=Cc1cccnc1	-7
100	COc1ccc(-c2c[nH]c3c(SCC(=O)Nc4ccc5c(c4)OCO5)ncnc23)cc1	3

The closing two compounds of the part above lead into the next.
item	mol	SSB-PriA inh
99	FC(F)(F)c1ccccc1NN=Cc1cccnc1	-7
100	COc1ccc(-c2c[nH]c3c(SCC(=O)Nc4ccc5c(c4)OCO5)ncnc23)cc1	3
101	COC(=O)c1ccc(C(=O)Nc2ncc(S(=O)(=O)c3ccc([N+](=O)[O-])cc3)s2)cc1	15
102	CCOC(=O)CC(C)=NNc1ccc([N+](=O)[O-])cc1[N+](=O)[O-]	47*
103	C[C@H](O)CN1CCN(C(=O)c2ccc3ncsc3c2)CC1	-9
104	O=C(C1CC1)N(Cc1ccccn1)c1nc2ccccc2s1	-21
105	Cc1sccc1C(N)=O	-12
106	Cc1ccc(-n2nnc3c(SCC(=O)NC[C@H]4CCCO4)ncnc32)cc1	-9
107	O=C(COc1ccccc1)N1CCN=C1SCc1ccc(Br)cc1	-10
108	COC(=O)Nc1cccc(N2CCCCC2=O)c1	-9
109	Cn1nc(-c2cccs2)cc1C(=O)N1CCC[C@H](c2nnc(C(F)(F)F)o2)C1	-13
110	O=S(=O)(Cc1cccc(Cl)c1)NCCN1CCN(c2ccccc2F)CC1	0&1
111	Cc1cc(C(=O)NN=Cc2ccc(O)c([N+](=O)[O-])c2)c(C)n1-c1ccc(F)cc1	30
112	O=C(NCCn1nc(C(F)(F)F)cc1C1CC1)[C@@H]1CC=CCC1	-7
113	O=C(NCCc1nc2c(c(C(F)(F)F)n1)CCCC2)[C@@H]1CC=CCC1	-5
114	CSc1ccccc1NC(=O)C1CN(C(=O)c2ccc3c(c2)OCO3)C1	2
115	NN=C(c1ccccc1)c1cc(Br)ccc1N	6
116	CSc1ncc(-c2ccc(C)cc2)n1-c1ccccc1C	58*
117	CC(=O)n1cc(C=NNC(=O)c2cccc(O)c2)c2ccccc21	1
118	CC(NC(=O)C(=O)NCc1ccccc1Cl)C(c1cccs1)N1CCOCC1 (stereo not drawn)	6
119	CCOc1ccccc1NC(=O)CSc1nc(-c2ccccc2Cl)ns1	-35
120	O=C(NCC[C@H](O)c1ccco1)c1cc(-c2ccco2)on1	-7
121	O=C(Nc1ccc2c(c1)OCCO2)c1csc(NS(=O)(=O)c2ccccc2)n1	-1
122	Nc1nonc1-n1nnc(C(=O)NN=Cc2ccncc2)c1-c1ccccc1	-6

Entries shown so far containing an NH in an aromatic ring, in the order listed:
item	mol	SSB-PriA inh
4	CSc1ccccc1NC(=O)c1c[nH]c(=O)n(Cc2cccs2)c1=O	-4
17	COc1ccc(-n2c(O)c(C(C)=NN3CCCCCC3)c(=O)[nH]c2=O)cc1	18
25	Cc1nnc(N=Nc2c(O)[nH]c3ccc(Br)cc23)[nH]c1=O	8
34	CN(C)S(=O)(=O)c1ccc2c(c1)CCN2C(=O)c1c[nH]c2ccc(F)cc2c1=O	-14
55	CCn1ccc(C(=O)NCc2nc3ccccc3[nH]2)n1	-17
57	O=C(Nc1ccc(-c2nc3ccccc3[nH]2)cc1)C1CCCN1S(=O)(=O)c1cccs1 (stereo not drawn)	1
65	CC(C)(C)C1CCc2c(sc3nc(CCC(=O)N4CCN(C(=O)c5ccco5)CC4)[nH]c(=O)c23)C1 (stereo not drawn)	7
70	CCOC(=O)c1ccc(NC(=O)CC2S/C(=N\N=C/c3c[nH]c4ccccc34)NC2=O)cc1 (stereo not drawn)	7
74	COc1ccc(C=Nn2c(=O)[nH]c3c([nH]c4ccc(C)cc43)c2=O)cc1CN1CCOCC1	-26
100	COc1ccc(-c2c[nH]c3c(SCC(=O)Nc4ccc5c(c4)OCO5)ncnc23)cc1	3
